Source: PubChem BioAssay
ERp5 block = ERp5 (human) disulfide isomerase inhibition; Q15084; inhibition, % at 9.99 µM; actives 0.05% (n = 350,000); ERp5 insulin aggregation, absorbance 650 nm, 90 min; AID 651711;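 active = mean replicate inhibition above about 25%, with every replicate also reaching it, limit read from the data, passing the limit was not always enough; inconclusive = only one of those two criteria met; inactive = neither criterion met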
F508del corr = correctors of CFTR F508del function in bronchial epithelial cells. CFBE cells, YFP halide quenching; stimulated with forskolin plus potentiator P3; % fluorescence drop versus neutral controls. actives 0.36% (n = 350,000). activity (quench increase), % at 7.58 µM;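 active = mean added fluorescence quench of at least 8% versus neutral control, with both replicates also reaching 8%; inconclusive = only one of the mean or replicate conditions met; inactive = mean below 8% and not both replicates reaching 8%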;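 also: cells transiently co-express mutant CFTR-F508del with the halide-sensitive YFP; corrector assay measuring rescue of mutant channel to the surface after 24 h compound exposure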
miR-122 sensor = inhibitors of miR-122 in Huh7 cells | actives 0.3% (n = 340,000) | Huh7 miR-122 Renilla luciferase sensor, 48 h; neutral wells = 0, positive control = 100 | AID 602342 | activation (reporter increase), % at 12.5 µM;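 active = mean replicate activation score at least 90 and every replicate individually at or above 90; inconclusive = only one of the two criteria met; inactive = neither criterion met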;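 also: higher luciferase means less miR-122 activity so hits act as miR-122 inhibitors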
DENV2 CPE = DENV2-induced cell death inhibition | DENV2-infected cells, cytopathic effect rescue, plate reader | CPE inhibition, % at 9.99 µM | actives 1.7% (n = 350,000) | AID 651640; in the data active = CPE inhibition above about 20%, passing the limit was not always enough; inconclusive = no clear call, values can overlap the other calls; tested in BHK-21 cells;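 also: 0% = median of neutral control wells and 100% = median of positive control wells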
CASP6 VEID inh = blocks human caspase-6 cleavage activity. inhibition, % at 12.5 µM. purified caspase-6, Z-VEID-R110 cleavage fluorescence. actives 0.53% (n = 350,000). AID 686996. P55212;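 active = mean inhibition across replicates at least about 35%, with every replicate also reaching that limit, limit read from the data; inconclusive = only one of the two criteria met; inactive = neither criterion met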;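 also: 0% = median of neutral control wells and 100% = no fluorescence left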
ERAP1 inh = ERAP1 (human) enzyme inhibition; recombinant ERAP1, Leu-AMC fluorescence, 60 min; AID 652197; inhibition, % at 10.7 µM; actives 0.15% (n = 340,000);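 active = mean replicate inhibition of at least 30%, or all replicates individually reaching that 30% level; inactive = mean below 30% and not every replicate reaching it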;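 also: 0% = neutral control wells and 100% = L-leucinethiol positive control wells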
Target sequence (Q9NZ08 whole entry, looked up): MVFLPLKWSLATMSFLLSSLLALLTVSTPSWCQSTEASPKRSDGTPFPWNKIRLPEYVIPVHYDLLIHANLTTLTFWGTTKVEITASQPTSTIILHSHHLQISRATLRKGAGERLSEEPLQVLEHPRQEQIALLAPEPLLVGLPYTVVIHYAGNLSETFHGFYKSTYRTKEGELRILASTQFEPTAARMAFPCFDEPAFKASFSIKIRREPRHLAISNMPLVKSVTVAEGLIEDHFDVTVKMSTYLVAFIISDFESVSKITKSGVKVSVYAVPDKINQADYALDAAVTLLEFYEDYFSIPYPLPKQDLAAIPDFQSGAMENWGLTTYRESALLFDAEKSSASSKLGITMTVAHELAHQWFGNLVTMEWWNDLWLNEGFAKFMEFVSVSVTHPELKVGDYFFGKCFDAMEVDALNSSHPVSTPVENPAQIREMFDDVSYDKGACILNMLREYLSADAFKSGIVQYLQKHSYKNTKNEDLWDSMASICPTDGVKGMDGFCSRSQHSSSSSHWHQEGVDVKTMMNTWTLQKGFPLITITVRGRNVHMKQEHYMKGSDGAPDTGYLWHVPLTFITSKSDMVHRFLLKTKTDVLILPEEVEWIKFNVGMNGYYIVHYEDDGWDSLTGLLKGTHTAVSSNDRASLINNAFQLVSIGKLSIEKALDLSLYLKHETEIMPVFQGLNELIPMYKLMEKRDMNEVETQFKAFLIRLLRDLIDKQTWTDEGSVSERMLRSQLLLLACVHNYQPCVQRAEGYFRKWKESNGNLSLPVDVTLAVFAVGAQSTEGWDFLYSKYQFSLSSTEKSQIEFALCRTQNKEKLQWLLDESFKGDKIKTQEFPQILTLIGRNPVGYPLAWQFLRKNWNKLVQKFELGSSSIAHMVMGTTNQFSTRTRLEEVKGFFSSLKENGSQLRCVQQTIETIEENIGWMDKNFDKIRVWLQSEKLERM
SIRT5 inh = inhibitors of human sirtuin-5 desuccinylase. Q9NXA8. Purified SirT5, succinyl-peptide AMC, trypsin-coupled fluorescence. inhibition, % at 15 µM. actives 1.1% (n = 330,000). AID 652115; in the data active = inhibition above about 15%; inconclusive = no clear call, values can overlap the other calls
* marks the source's active call; other numbers are inactive results; ? = inconclusive; · = not tested or not shown; [ ] = dose if it differs, or a comment.

Each structure is followed by: ERp5 block	F508del corr	miR-122 sensor	DENV2 CPE	CASP6 VEID inh	ERAP1 inh	SIRT5 inh
- COCC(=O)N1CCCCN2[C@H](C1)[C@H](c1ccc(-c3ccc(OC)cc3)cc1)[C@@H]2CO
    -4	1.2	3[16.7 µM]	-4	-1	1	-4
- CCCN(CC1CC1)C(=S)NC(=O)c1ccccc1C
    -2	-2.1	-1	2	-1	-2	6
- CC(=O)N(C)C[C@H]1Oc2ncc(C#Cc3ccccc3)cc2C(=O)N([C@H](C)CO)C[C@H]1C
    -1	-1.4	5[16.7 µM]	48*	0	2	-1
- COc1ccc(OC)c(-c2csc(NC(=O)C3COc4ccccc4O3)n2)c1 (stereo not given)
    4	3.0	-7	7	-1	2	2
- CC(C(=O)Nc1ccccc1-c1ccccc1)N1CCOCC1 (stereo not given)
    -1	0.7	-2	-7	3	-3	0
- COCc1ccc(CN2CCCC(CO)(Cc3cccc(Cl)c3)C2)o1 (stereo not given)
    0	-2.1	3	0	3	-2	-3
- O=C(O)c1ccc(Cl)c(S(=O)(=O)Nc2ccccc2C(=O)Nc2ccc(Cl)cc2)c1
    -6	0.6	1	-3	7	-14	5
- CC(C)NC(=O)/C(C#N)=C/c1cccc(NC(=O)c2ccccc2Cl)c1
    2	-1.2	·	12	1	7	·
- Cc1ccc(NC(=O)C2CCN(S(=O)(=O)c3ccc4c(c3)OCCO4)CC2)c(O)c1
    -3	3.2	1	-3	6	0	-2
- Cc1cc(-n2cccn2)ccc1CN1CCN(CC(C)C)C(CCO)C1 (stereo not given)
    25	0.1	13	1	-5	-4	1
- CCc1cc2cc(C)cc(C)c2nc1SCC(=O)NNC(=O)c1ccco1
    4	2.8	·	-2	3	1	-3
- O=C1NC(c2ccccc2)Oc2ccccc21 (stereo not given)
    0	-2.5	-3	1	-1	-4	·
- CCC1=NC(c2ccccc2OC)N(O)C1(C)C (stereo not given)
    0	-2.0	-4	15	-2	0	-2
- C[C@@H]1CN([C@H](C)CO)C(=O)Cc2cc(NC(=O)Nc3ccccc3)ccc2O[C@@H]1CN(C)C(=O)NC1CCCCC1
    3	-1.6	0[16.7 µM]	35*	4	-3	-6
- C[C@H]1CN([C@@H](C)CO)C(=O)c2cc(/C=C/c3ccccc3)cnc2O[C@H]1CN(C)S(=O)(=O)c1ccccc1
    -16	-1.8	-14[16.7 µM]	9	-1	1	-11

Part of the list above, reformatted:
molecule: CCC1=NC(c2ccccc2OC)N(O)C1(C)C (stereo not given)
  ERp5 block: 0
  F508del corr: -2.0
  miR-122 sensor: -4
  DENV2 CPE: 15
  CASP6 VEID inh: -2
  ERAP1 inh: 0
  SIRT5 inh: -2
molecule: C[C@@H]1CN([C@H](C)CO)C(=O)Cc2cc(NC(=O)Nc3ccccc3)ccc2O[C@@H]1CN(C)C(=O)NC1CCCCC1
  ERp5 block: 3
  F508del corr: -1.6
  miR-122 sensor: 0[16.7 µM]
  DENV2 CPE: 35*
  CASP6 VEID inh: 4
  ERAP1 inh: -3
  SIRT5 inh: -6

The listing continues:
Each structure is followed by: ERp5 block	F508del corr	miR-122 sensor	DENV2 CPE	CASP6 VEID inh	ERAP1 inh	SIRT5 inh
- O=C(C[C@@H]1CC[C@H]2[C@@H](COC[C@H](O)CN2S(=O)(=O)c2ccccc2Cl)O1)NCc1ccccc1Cl
    2	-2.6	2[16.7 µM]	6	0	-3	-2
- CCCCNc1cnn(-c2ccccc2)c(=O)c1Cl
    7	-0.8	·	4	1	2	-1
- NC(=O)CCN1CCCCC1
    10	-1.0	-7	3	-1	1	-3
- C/C=C/c1ccc2c(c1)O[C@@H](CN(C)Cc1cccc(F)c1)[C@@H](C)CN([C@@H](C)CO)S2(=O)=O
    ·	1.2	·	-6	-1	0	13
- C[C@H]1CCCCO[C@@H](CN(C)Cc2ccccc2)[C@@H](C)CN([C@@H](C)CO)C(=O)c2cc(NS(=O)(=O)c3cn(C)cn3)ccc2O1
    -2	-0.4	5[16.7 µM]	-1	3	3	0
- CC(C)C[C@H]1CN(CCCC[C@H]2CNC(=O)C(=O)N2Cc2ccccc2)C(=O)C(=O)N1CC1CCCCC1
    5	2.7	·	-2	9	·	·
- Cc1ccc2[nH]c(CNC(=O)c3ccc(F)cc3)cc2c1
    -1	-1.8	23	-3	-3	·	0
- O=C(COC(=O)c1ccc(F)cc1F)NCc1ccc2c(c1)OCO2
    3	-0.3	-1	0	-1	0	7
- CCOC(=O)C1CCN(C(=O)c2ccc3c(=O)n4nc(Nc5ccccc5)sc4nc3c2)CC1
    3	·	-1	-8	2	-9	4
- C=CCC1NS(=O)(=O)OC2CCCCC12 (stereo not given)
    1	0.4	·	-8	-1	-1	·
- COc1ccc(Cl)cc1NC(=O)NC(C)C(C)(C)C (stereo not given)
    1	0.1	·	1	2	7	-2
- C=C[C@@H]1c2ccccc2N(S(=O)(=O)c2ccc(C)cc2)[C@H](c2ccc(C(F)(F)F)cc2)C1(C#N)C#N
    -3	-0.6	·	4	-1	2	-3
- COc1cccc(CCN2CCC(CNS(=O)(=O)c3cc(-c4cc(C)no4)ccc3OC)CC2)c1
    3	-0.5	-12	7	-6	-3	-3
- CC(=O)N1CCc2cc(S(=O)(=O)CCC(=O)NCc3ccco3)ccc21
    -4	·	1	-1	1	1	-1
- COc1ccc(S(=O)(=O)NCc2cccnc2)cc1C(=O)Nc1ccccc1
    6	0.8	16	-2	-1	4	-3
- CCN=C1SC(CC(=O)Nc2ccc3c(c2)OCO3)C(=O)N1CC (stereo not given)
    6	·	·	-3	4	-1	-4
- O=C(CN1CCOCC1)N[C@@H]1CC[C@@H](CCNC(=O)C2CCCCC2)O[C@@H]1CO
    1	1.2	·	-1	-1	2	8
- CC1(c2nnc(-c3ccc(F)cc3)o2)CC(c2cccc(Cl)c2)=NO1 (stereo not given)
    0	2.5	-4	·	4	0	·
- COc1ccc(NC(=O)NC23CC4(C)CC(C)(CC(C)(C4)C2)C3)cc1OC
    2	-1.3	·	-7	-2	2	-2
- C/C(CC(C)C)=N\NS(=O)(=O)c1ccc(C)c([N+](=O)[O-])c1
    2	0.0	-1	1	-1	·	-1
- CCn1c(CN(C)c2ccccc2)nc2ccccc21
    0	-0.8	1	-6	-4	4	0
- Cc1oc2c(CN3CCOCC3)c(O)ccc2c(=O)c1-c1ccc(Cl)cc1
    -5	-2.1	1	6	0	0	1
- CC(C)(C)SC(C(=O)N1CCOCC1)c1ccc(Br)cc1 (stereo not given)
    7	1.5	3	-4	-5	-3	-3
- CCN(C(=O)COC(=O)CSc1ccc(F)cc1)c1c(N)n(Cc2ccccc2)c(=O)[nH]c1=O
    -3	-0.9	-17	-4	-2	0	-1
- Cc1ccc(/C(N)=N/OC(=O)c2ccc(Cl)cc2Cl)cc1
    -5	·	0	-8	1	4	3
- COc1cc(CNC(=O)Nc2nc(C(N)c3ccccc3)cs2)cc(OC)c1OC (stereo not given)
    2	-1.2	-2	7	4	0	21*
- COc1cccc(CNC(=O)[C@H]2CCCN2C(=O)[C@H]2CCCN2C(=O)N2CCCCC2)c1
    4	0.8	·	-9	5	-1	·
- O=C1CNC[C@H]2[C@H](c3ccc(C#CC4CCCCC4)cc3)[C@@H](CO)N12
    3	3.8	·	2	3	-7	0
- CN1C(=O)c2cc(NC(=O)c3ccc(F)cc3)ccc2OC[C@@H]2O[C@@H](CC(=O)N3CCOCC3)CC[C@H]21
    0	-1.9	7[16.7 µM]	-7	-1	1	-9
- Cc1cccc(N2C(=O)C3C4C=CC(CC4)C3C2=O)c1 (stereo not given)
    -2	-2.4	0	-4	0	-1	-3
- COc1ccc(CC(=O)NCc2n[nH]c(=S)n2-c2ccccc2OC)cc1
    2	-2.4	·	·	5	4	3
- O=C(/C=C/c1ccc([N+](=O)[O-])cc1)N1CCN(S(=O)(=O)c2cccs2)CC1
    5	0.8	·	-7	0	3	·
- O=C(c1ccc(Oc2ccccc2)cc1)c1nc2c(n1O)CCCC2
    -4	-3.3	-1	10	-1	3	3
- CCOc1ccc(N2CC(C(=O)Nc3ccncc3)CC2=O)cc1 (stereo not given)
    3	-3.2	1	-4	0	7	-1
- CC(=O)Nc1ccc2nc(NC(=O)c3cccnc3)sc2c1
    -2	2.1	·	7	2	-3	·
- CC(C)NC(=O)Nc1ccc2c(c1)C(=O)N([C@@H](C)CO)C[C@H](C)[C@@H](CN(C)S(=O)(=O)c1ccc(Cl)cc1)OCCCC[C@@H](C)O2
    -4	0.1	6[16.7 µM]	-14	0	4	7
- C[C@H]1CN([C@@H](C)CO)C(=O)Cc2cc(NS(=O)(=O)c3ccc(Cl)cc3)ccc2O[C@@H]1CN(C)S(=O)(=O)c1ccc(Cl)cc1
    6	2.1	-2[16.7 µM]	?	1	-4	·
- Cc1cc(=O)[nH]c(SCC(=O)NC2CCCCCC2)n1
    4	-1.8	6	0	-6	4	·
- Nc1nc2c(ncn2[C@@H]2O[C@H](CNC(=O)[C@H](N)C3CCCCC3)[C@@H](O)[C@H]2O)c(=O)[nH]1
    1	-0.4	-2	12	3	11	13
- O=C(C[C@@H]1CC[C@@H]2[C@H](COC[C@H](O)CN2C(=O)c2ccncc2)O1)Nc1ccc(-c2ccccc2)cc1
    -1	4.8	-7[16.7 µM]	5	-1	3	1
- O=C(CSc1nc2ccc(N3CCOCC3)cc2c(=O)n1CCc1ccccc1)NCC1CCCO1 (stereo not given)
    10	0.8	·	·	1	-3	0
- CC(C)Cc1nccs1
    5	-2.4	-1	7	-5	-1	3
- CN(C(=O)c1ccc(OC2CCN(C(=O)c3cccnc3)CC2)cc1)C1CCCCC1
    3	6.1	·	-1	-3	-1	-2
- Cc1ccccc1S(=O)(=O)N1CC(=O)N2[C@H](CO)[C@@H](c3ccc(C#CCC4CCCC4)cc3)[C@H]2C1
    2	-2.5	·	5	-1	2	2
- CCCCN1CC(COCc2ccccc2)Oc2cccc(Sc3ccc(OC)c(OC)c3)c2S1(=O)=O (stereo not given)
    -1	3.9	·	-4	-5	2	4
- COc1ccc(OCC(=O)NNC(=O)c2cccc(O)c2)cc1
    -3	-2.6	·	3	1	16	-5
- CCOC(=O)C1=CN(Cc2cccc(F)c2)S(=O)(=O)N(CC)C1c1cccc(OC)c1 (stereo not given)
    1	1.6	3	0	3	-1	-3
- CC(C)C#Cc1ccc2c(c1)O[C@H](CN(C)S(C)(=O)=O)[C@@H](C)CN([C@@H](C)CO)S2(=O)=O
    -3	2.5	13[16.7 µM]	-3	-1	-3	1
- O=C(c1cccc(F)c1)N1CC[C@@H]2[C@@H](CO)Nc3ccc(-c4ccccc4)cc3[C@@H]21
    0	0.8	·	-14	-1	0	3
- CC(C(=O)N1CCOCC1)N1C(=O)C2C3CC(C(Br)C3Br)C2C1=O (stereo not given)
    -5	·	·	-2	-3	-2	0
- COc1ccc(Cl)cc1NC(=S)NCc1cccs1
    -2	-1.2	·	-1	-1	1	-1
- CC(=O)Nc1cccc(C(=O)NC2CCCc3c2cnn3-c2ccc(C(C)(C)C)cc2)c1 (stereo not given)
    0	0.0	·	?	0	-1	-4
- CNC(=O)C[C@@H]1CC[C@@H]2[C@@H](COc3ccc(NC(=O)c4ccccc4OC)cc3C(=O)N2C)O1
    3	2.1	-33[16.7 µM]	·	1	-3	-4
- Cc1ccc(-n2c(=S)sc3c(=O)n(-c4ccccc4C)c(SCC(=O)O)nc32)cc1C
    0	0.5	-11	1	-1	2	1
- COc1ccc(-c2c(C)oc3cc(O)cc(O)c3c2=O)cc1OC
    -5	-1.5	-2	0	4	0	2
- O=C(C[C@H]1C=C[C@H](NC(=O)c2ccncc2)[C@H](CO)O1)NCC1CCCCC1
    0	-0.4	·	3	-1	-1	5
- Cc1ccc(-c2csc(/C(C#N)=C/Nc3ccccc3SC(F)(F)F)n2)cc1
    -1	-4.3	·	-6	-2	11	0
- COc1ccccc1-c1cn(CC[C@@H]2CC[C@@H](NC(=O)c3cnccn3)[C@@H](CO)O2)nn1
    1	-0.9	·	-2	0	-2	3
